# Source: PubChem BioAssay (National Center for Advancing Translational Sciences (NCATS))
# S3 lipid droplet – qHTS Assay for Lipid Storage Modulators in Drosophila S3 Cells | Drosophila S3 cells, BODIPY lipid droplet fluorescence, 18-24 h; cells fed with added oleic acid | Potency in µM for hits, for the others lipid storage change, negative = inhibition, % at the top dose, mostly 46.1 µM | 320,000 compounds, 0.64% hits | AID 2685, 2010; active = well fitted inhibition curve with a large enough effect in the signal ratio, with a control signal flat, not every such curve was filed as active; inconclusive = small, poorly fitted or top-dose-only effect, or effect the other way, or a change in a side signal; the % refers to the signal ratio
#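 Laser-scanning cytometry quantifies lipid droplet accumulation (500–530 nm total intensity; droplet/cell object ratio) in oleic acid-fed (400 uM added) Drosophila S3 cells treated with a concentration series. 20 uM Triacsin C defined 100% inhibition.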
# S3 lipid droplet cell count max – recorded beside S3 lipid droplet, whose call it bears; cell number change, %; measured here: cell count max response;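 cells counted by Cell Tracker Red CMTPX staining in the red channel; peak over a dose series mostly up to 46.1 µM; percent activity relative to internal control wells on each plate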
# Active calls of the source: *; i = inactive; u = inconclusive; x = not tested or not shown. % is set by controls: 0 for no effect and ±100 for the full control effect; potency is the fitted concentration of half-maximal effect. An excerpt; the hit share may differ from the screen's.
S3 lipid droplet cell count max	S3 lipid droplet	Structure
x	u	Cc1ccccc1Nc1nc(N)nc(CSCc2c(C)noc2C)n1
22.1	-0.6%	Cc1cc(=O)oc2c3c(cc(OCC(=O)N4CCC(C(=O)O)CC4)c12)OC(C)(C)CC3
x	u	CC(C)CCNC(=O)NC(=O)COC(=O)CNC(=O)C1CCCCC1
0.4	-3.6%	CCOC(=O)c1cc(C(=O)c2cc(Br)ccc2O)coc1=N
x	u	S=C(c1ccccc1)N1CCN(C(=S)c2ccccc2)CC1
x	u	CCCN(Cc1ccccc1)C(=S)Nc1ccc(C(C)=O)cc1
x	u	COc1ccc2cc(C3(C)NC(=O)NC3=O)ccc2c1 (stereo not given)
x	u	C=CCNCC(=O)NN=C(c1ccccc1)c1ccccc1
14.2	0.0%	COC(=O)CCC(=O)N1CCCC(CNS(=O)(=O)c2ccc(OC)cc2)C1 (stereo not given)
-10.6	1.5%	CCc1ccccc1NC(=O)C1C2C=CC(O2)C1C(=O)O (stereo not given)

# The results go on.
S3 lipid droplet cell count max	S3 lipid droplet	Structure
x	u	COc1cccc(/C=C2\SC(=S)N(CCC(=O)Nc3ccc(O)cc3)C2=O)c1
x	u	Cc1cc(C(=O)OCC(=O)Nc2ccc(S(=O)(=O)N3CCOCC3)cc2)c(C)o1
x	u	CN(CC1COc2ccccc2O1)C(=O)c1cccc(S(=O)(=O)N2CCCC2)c1 (stereo not given)
x	u	C#CCn1cc(/C=N/Nc2nc3ccccc3[nH]2)c2ccccc21
-15.3	-15.8%	Cc1ccc2nccc(C(=O)N3CCCC(Nc4ccc(F)cc4)C3)c2c1 (stereo not given)
-24.4	-24.0%	O=C1NCCN1C(=O)c1ccco1
x	u	COC(=O)c1cc(NC(=O)c2cc(C(C)(C)C)nn2Cc2ccc(F)cc2)ccc1N1CCOCC1
-13.6	0.4%	CCn1c(COc2cccc(C)c2C)nnc1SCC(=O)N1CCN(c2ccc(OC)cc2)CC1
x	u	COc1ccc(Oc2nc(C)cc(C)c2S(C)(=O)=O)cc1
-1.9	-4.7%	Cc1[nH]c(=O)c(C#N)c(C)c1CCC(=O)N(C)CC(=O)Nc1ccc(Cl)c(Cl)c1

# More results:
S3 lipid droplet cell count max	S3 lipid droplet	Structure
x	u	COc1ccc(Cl)cc1-c1nc(N)nc(NC2CCCCC2)n1
-2.0	22.2%	COc1ccc(N2CCn3c2nc2c3c(=O)n(CCN3CCOCC3)c(=O)n2C)cc1
x	u	COc1ccc(-c2oc3ccccc3c2C#CC(C)(C)O)cc1
x	u	COc1cc(NC(=O)c2ccc(S(=O)(=O)N(C)C)cc2)cc(OC)c1OC
x	u	CC[C@@]12C(=O)N(c3ccc(C)cc3)C(=O)N1[C@H](c1ccc(Br)cc1)[C@@H]1C(=O)N(C(C)(C)C)C(=O)[C@@H]12
-0.3	15.8%	Cc1c(C)n(C)c2ccc(C(=O)NCCCN(C)C3CCCCC3)cc12
x	u	Cc1cccc(-c2n[nH]c(=S)n2C)c1
x	u	Cc1cccc(NC(=O)CCC(=O)N/N=C/c2ccncc2)c1
-19.4	6.9%	CC(Oc1ccc(Cl)cc1Cl)C(=O)Nc1ccc(S(=O)(=O)Nc2cnc3ccccc3n2)cc1 (stereo not given)
x	u	C/C(=N\NC(=O)c1cc(O)ccc1O)c1cccc(NC(=O)c2ccc(Cl)cc2)c1

# Continuation:
S3 lipid droplet cell count max	S3 lipid droplet	Structure
-1.0	0.0%	Cc1cc(C)n2c(SCC(=O)N(C)C3CCS(=O)(=O)C3)nnc2n1 (stereo not given)
x	u	Cc1cc(=O)oc2cc(OC(C)C(=O)NCC3CCCO3)ccc12 (stereo not given)
-8.1	-8.5%	Cc1ccc(Cl)c(OC(=O)c2nn(C(C)C)c(=O)c3ccccc23)c1
-10.4	-15.1%	CCc1ccc([C@@H]2C[C@H]3CN(Cc4ccccc4OC)C(=O)[C@]34CCCN24)cc1
x	u	O=C(O)c1c[nH]c2ccc(S(=O)(=O)N3CCOCC3)cc12
x	u	COc1ccc(-c2cn[nH]c2-c2ccc(O)cc2O)cc1OC
x	u	CC(CCc1ccccc1)NC(=O)C1CCN(C(=O)c2sccc2-n2cccc2)CC1 (stereo not given)
x	u	CC(=O)Nc1c(-c2ccccc2)nc2ncccn12
-25.7	-22.0%	CCn1c(NC(=O)C2CCCCC2)nc2ccccc21
-17.3	6.9%	CCOC(=O)C(CC)(CC)C(=O)/C=C/c1ccc(Br)cc1

# Remaining list, next part.
S3 lipid droplet cell count max	S3 lipid droplet	Structure
-2.9	-9.9%	O=C(COC(=O)c1ccc(-c2ccc([N+](=O)[O-])cc2)o1)NC(=O)NC1CCCCC1
x	u	O=C(NCc1ccco1)C(=O)NCC1OCCN1S(=O)(=O)c1ccc(Cl)cc1 (stereo not given)
2.5	-0.1%	Cc1[nH]n(-c2ccc([N+](=O)[O-])cc2)c(=O)c1C=NCCc1ccc(S(N)(=O)=O)cc1
x	u	O=C(NCc1ccc(F)cc1)c1ccc(CNc2c(N3CCOCC3)c(=O)c2=O)cc1
x	u	COc1ccccc1OCC(=O)N/N=C1\CCc2ccccc21
x	9.0%	CCCC(=O)Nc1ccc(C(N)=O)cc1
11.5	i	Cc1ccc(-c2noc(CSc3nnc(-c4ccncc4)n3-c3ccc(F)cc3)n2)cc1
x	u	Nn1c(SCC(=O)Nc2ccc(N3CCOCC3)cc2)nnc1-c1ccccc1F
x	u	O=C(CN1C2=NCCN2c2ccccc21)c1ccc(Br)s1
x	u	C#CC(=O)N(c1cccc(OC)c1)C(C(=O)NC1CCCC1)c1cccs1 (stereo not given)

# Additional compounds:
S3 lipid droplet cell count max	S3 lipid droplet	Structure
3.3	12.0%	CC1OC(Oc2ccc3ccc(=O)oc3c2-c2c(O)ccc3cc(Oc4ccc5ccc(=O)oc5c4)c(=O)oc23)C(O)C(O)C1O (stereo not given)
x	u	O=c1c(Cl)c(O)c2cccc3c4ccccc4n1c23
x	u	CCc1ccc(/C=C2\CN(CC)Cc3c2nc2ccccc2c3C(=O)O)cc1
x	i	Cc1ccc(N(CC(=O)Nc2cc(C)cc(C)c2)S(=O)(=O)c2cccc3nonc23)cc1
-6.8	-26.2%	CCC(C)(C)NC(=O)C(OC(=O)c1ccco1)c1ccccc1F (stereo not given)
x	u	CN(CC1COc2ccccc2O1)C(=O)c1cc(COc2c(F)cccc2F)on1 (stereo not given)
24.8	i	CC(=O)N1CCN=C1SCc1cccc(F)c1
x	u	Cc1cc(C)c(OCC(=O)OCC(=O)N2c3ccccc3CC2C)c(C)c1 (stereo not given)
x	u	COc1ccccc1C(=O)C1CCCN(C(=O)Nc2ccccc2F)C1 (stereo not given)
-4.1	2.3%	O=C(Cc1ccccc1)Nc1nnc(-c2cccc([N+](=O)[O-])c2)s1

# Next records.
S3 lipid droplet cell count max	S3 lipid droplet	Structure
x	u	COc1cccc(CNC(=O)c2cccc(S(=O)(=O)N3CCN(c4ccc(F)cc4)CC3)c2)c1
x	u	CCNc1ccc(S(=O)(=O)N2CCCCC2)cn1
-30.1	-24.3%	FC(F)(F)c1cccc(NC(=S)N2CCN(c3cccc(C(F)(F)F)c3)CC2)c1
x	u	COc1ccc(-c2nc(CSCC(=O)NCc3ccc4c(c3)OCO4)c(C)o2)cc1
x	u	O=C(NNC(=S)NC1CCCCC1)c1sc2ccccc2c1Cl
x	u	Cn1[nH]c(C(F)(F)F)c(C=Nc2ccc(Cl)cc2)c1=O
24.6	-1.1%	CCSC1=NCCN1S(=O)(=O)c1ccc(Cl)cc1
x	u	O=C(NC(c1cccnc1)C(F)(F)F)c1cc(COc2ccc3c(c2)CCCC3)on1 (stereo not given)
x	u	CN(C)c1ccc(C2CC(c3cccc(NS(C)(=O)=O)c3)=NN2C(=O)c2ccccc2)cc1 (stereo not given)
x	u	COc1cc(OC)nc(Oc2ccc(NC(C)=O)cc2)n1

# Further compounds follow.
S3 lipid droplet cell count max	S3 lipid droplet	Structure
x	u	Cc1nnc(SCC(=O)NC2CCCCCC2)n1C(C)C
13.7	-0.4%	COCCCNC(=O)c1c(N)n(-c2ccccc2)c2nc3ccccc3nc12
x	u	CCCc1nc2ccccc2c(=O)n1N
0.2	-12.3%	CSc1ccc(/C=N/NC(=O)CN2CCN(Cc3ccccc3Cl)CC2)cc1
x	u	Cc1ccc(C(=O)Nc2ccc3c(c2)OCO3)o1
x	u	O=C(/C=C/c1ccccc1Cl)Nc1ccccc1
x	u	Cc1nc(N2CCN(C(c3ccccc3)c3ccccc3)CC2)nc2c1C(=O)CCC2
28.5	7.4%	CCn1c(=O)c(C(=O)CN(C)Cc2ccc(F)cc2)c(N)n(Cc2ccccc2)c1=O
-15.7	-6.2%	CCOC(=O)C1=C(C)N=c2s/c(=C\c3ccc(OCC(=O)O)cc3)c(=O)n2C1c1ccc(OC(C)C)cc1 (stereo not given)
x	u	CC(NC(=O)CN(C)Cc1cccc(Cl)c1)c1ccccc1 (stereo not given)

# (listing goes on)
S3 lipid droplet cell count max	S3 lipid droplet	Structure
x	u	CC(C)(OC(=O)c1ccc(C#N)cc1)c1cc2ccccc2c(=O)o1
x	u	O=C(NCc1cccc(C(F)(F)F)c1)C1CCCN(c2cnccn2)C1 (stereo not given)
x	i	O=C(Nc1ccnn1C1CCN(C(=O)c2ccc(Cl)cc2)CC1)C1CC1
x	u	O=C(CSc1ccc(-c2ccc(F)cc2)nn1)N1CCOCC1
x	u	O=C(NC1CCCC1)C(c1ccc(F)cc1)N(C(=O)c1csnn1)c1ccccc1 (stereo not given)
-1.3	i	O=C(c1ccc2c(c1)OCCO2)C1CCN(C(=O)Nc2ccc(F)cc2)CC1
x	u	COCCn1c(=N)c(S(=O)(=O)c2ccc(F)cc2)cc2c(=O)n3ccccc3nc21
15.0	1.6%	Cn1c(C(=O)NCCCN2CCCCC2)cc2sccc21
4.5	-5.8%	CC1(C)OC(=O)N(CC(=O)Nc2cccc(C(F)(F)F)c2)C1(C)O (stereo not given)
x	u	Cc1n[nH]c(=O)nc1NCCN(C)C

# Next section:
S3 lipid droplet cell count max	S3 lipid droplet	Structure
x	u	COc1ccc(C(=O)NNC(=O)CSc2nnc(COc3ccccc3OC)n2C)cc1
x	u	COc1ccc(C)cc1NC(=O)C(OC(=O)c1cccc(S(=O)(=O)N(C)c2ccccc2)c1)c1ccccc1 (stereo not given)
x	u	Cc1c(C(=O)NCCSCc2c(Cl)cccc2Cl)cccc1[N+](=O)[O-]
x	u	O=C(c1cccs1)N1CCN(c2ncc(Br)cn2)CC1
x	i	CN(CC(=O)Nc1cccc(F)c1)C(=O)c1ccccc1OCCOc1ccccc1
x	u	CCOc1ccc(CNS(=O)(=O)c2c(C(=O)N3CCCC3)c(C)n(C)c2C)cc1OC
x	u	CCOC(=O)c1c(NC(=O)Cn2nc(C(F)F)cc2C(F)F)sc(C)c1C
x	u	Cc1ccnc(NC(=O)c2ccc3c(c2)NC(=O)C(C)S3)c1 (stereo not given)
-12.3	0.8%	CCOc1ccc(NC(=O)COc2ccc3c(c2)CCC3)cc1OC
13.5*	3.66µM*	O=C(CCN1C(=O)/C(=C/c2cccs2)SC1=S)Nc1ccccc1O

# The results go on.
S3 lipid droplet cell count max	S3 lipid droplet	Structure
x	u	Cn1c(=O)c2[nH]c(N=NNc3ccccc3F)nc2n(C)c1=O
x	u	COc1ccc(NC(=S)NCCC2=CCCCC2)cc1OC
8.9	i	COc1ccc(CC(=O)Nc2ccc(-c3nc4cc(C)ccc4o3)c(O)c2)cc1OC
x	u	O=S(=O)(N1CCCCC1)N1CCN(c2ccccc2F)CC1
-1.5	3.9%	CCOC(=O)C(C)Oc1cccc2c(=O)n(CC(=O)NCc3ccco3)ccc12 (stereo not given)
-10.1	i	CCOc1ccc(C2=NNC(c3cccnc3)=Nc3ccc(OC)cc32)cc1
x	u	CC1(C)OC1COc1c2ccoc2cc2oc(=O)ccc12 (stereo not given)
x	u	COc1ccc(OC)c(C2=NOC(C(=O)N3CCCc4ccccc43)C2)c1 (stereo not given)
x	u	O=C(Nc1ccc(O)c2c(=O)cc(-c3ccccc3Cl)oc12)c1cccc(Cl)c1
-17.3	i	CN(C)c1ccc(NC2=C([N+](=O)[O-])CS(=O)(=O)C2)cc1
x	u	Cc1ccc(C)c(Cn2c(=O)n(C)c(=O)c3sccc32)c1
x	u	C=C[C@@H]1c2ccccc2N(S(=O)(=O)c2ccc(C)cc2)[C@H](c2ccccc2C(F)(F)F)C1(C#N)C#N
x	u	COc1ccc(C(=O)NC2CC3CCCC(C2)N3Cc2ccccc2)c(OC)c1 (stereo not given)
